Source: PubChem BioAssay
Pol eta inh = blocks human DNA polymerase eta activity | 390,000 compounds, 1.2% hits | recombinant Pol eta, fluorescent DNA replication assay | Potency, µM (doses to about 114 µM), inactives show top-dose activity change, negative = inhibition, actives largely listed as inhibitors | AID 588591; also: potency is read from the fitted curve at half-maximal effect; % is scaled to controls: 0 for no effect and ±100 for the full control effect
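Pol eta (10 nM) was preincubated with compounds for 15 min at room temperature, after which fluorescent replication substrate (50 nM final) was added to start the reaction. Fluorescence was read kinetically at 0 and 10 min.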
BLM helicase inh = blocks DNA unwinding by human BLM helicase | P54132 | recombinant BLM DNA unwinding, fluorescence dequenching | Potency, µM (top dose mostly 56.1 µM), for inactives: at the highest dose activity change, negative = inhibition, most hits filed as inhibitors | 350,000 compounds, 0.2% hits | AID 2528;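 also: potency is read from the fitted curve at half-maximal effect; plate controls were vehicle for no effect and no enzyme for full effect; nearly all actives have a fitted effect of over 35% in size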
Apoferritin bind = binds horse apoferritin like a general anesthetic. P02791. apoferritin/1-aminoanthracene competitive binding, fluorescence. Potency, µM (top dose mostly 77.5 µM), without a hit: at the highest dose activity change, negative = displacement, actives largely listed as inhibitors. 350,000 compounds, 0.074% hits. AID 485281; also: potency is read from the fitted curve at half-maximal effect; % is scaled to controls: 0 for no effect and ±100 for the full control effect; nearly all actives have a fitted effect of over 20% in size
Target sequence (P02791 2-175 limits assumed): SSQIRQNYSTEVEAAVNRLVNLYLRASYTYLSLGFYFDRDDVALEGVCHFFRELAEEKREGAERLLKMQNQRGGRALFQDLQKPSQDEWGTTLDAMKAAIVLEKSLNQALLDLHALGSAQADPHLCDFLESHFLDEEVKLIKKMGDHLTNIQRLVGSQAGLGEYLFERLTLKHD
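Apoferritin-based anesthetic binding model; compound displacement of fluorescent 1-AMA measured as endpoint fluorescence after 10 minutes at room temperature, scaled to free-ligand and complex controls.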
POLB inh = inhibitors of human DNA polymerase beta; 340,000 compounds, 1.3% hits; P06746; Potency, µM (top dose mostly 114 µM), for the others: at the highest dose activity change, negative = inhibition, hits mostly inhibitors; Pol beta primer extension/strand displacement, fluorescence kinetic; AID 485314; also: potency is read from the fitted curve at half-maximal effect; % is scaled to controls: 0 for no effect and ±100 for the full control effect
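10 nM enzyme + cpd, 15 min RT; start with substrate 50 nM final; read 0 min and after 10 min RT. Corrected, normalized data; 4-parameter Hill curve fit.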
Pol iota inh = inhibitors of human DNA polymerase iota; Pol iota fluorescent replication assay, 10 min; Potency, µM (series often up to 115 µM), for the others: at the highest dose activity, negative = inhibition, most hits filed as inhibitors; Q9UNA4; AID 588590; 390,000 compounds, 1% hits; also: potency is read from the fitted curve at half-maximal effect
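Pol iota at 10 nM preincubated 15 min with compounds at room temperature; reaction started with fluorescent substrate, 50 nM final. Fluorescence read kinetically at 0 and 10 min; buffer-only wells as negative control.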
POLK inh = DNA polymerase kappa (human) inhibition; Q9UBT6; AID 588579; Potency, µM (titrated, usually from 107 µM), for inactives: top-dose activity, negative = inhibition, most hits filed as inhibitors; 400,000 compounds, 0.53% hits; purified Pol kappa, fluorescent DNA synthesis assay, 10 min; also: potency is read from the fitted curve at half-maximal effect; % is scaled to controls: 0 for no effect and ±100 for the full control effect
Target sequence (Q9UBT6 whole entry, looked up): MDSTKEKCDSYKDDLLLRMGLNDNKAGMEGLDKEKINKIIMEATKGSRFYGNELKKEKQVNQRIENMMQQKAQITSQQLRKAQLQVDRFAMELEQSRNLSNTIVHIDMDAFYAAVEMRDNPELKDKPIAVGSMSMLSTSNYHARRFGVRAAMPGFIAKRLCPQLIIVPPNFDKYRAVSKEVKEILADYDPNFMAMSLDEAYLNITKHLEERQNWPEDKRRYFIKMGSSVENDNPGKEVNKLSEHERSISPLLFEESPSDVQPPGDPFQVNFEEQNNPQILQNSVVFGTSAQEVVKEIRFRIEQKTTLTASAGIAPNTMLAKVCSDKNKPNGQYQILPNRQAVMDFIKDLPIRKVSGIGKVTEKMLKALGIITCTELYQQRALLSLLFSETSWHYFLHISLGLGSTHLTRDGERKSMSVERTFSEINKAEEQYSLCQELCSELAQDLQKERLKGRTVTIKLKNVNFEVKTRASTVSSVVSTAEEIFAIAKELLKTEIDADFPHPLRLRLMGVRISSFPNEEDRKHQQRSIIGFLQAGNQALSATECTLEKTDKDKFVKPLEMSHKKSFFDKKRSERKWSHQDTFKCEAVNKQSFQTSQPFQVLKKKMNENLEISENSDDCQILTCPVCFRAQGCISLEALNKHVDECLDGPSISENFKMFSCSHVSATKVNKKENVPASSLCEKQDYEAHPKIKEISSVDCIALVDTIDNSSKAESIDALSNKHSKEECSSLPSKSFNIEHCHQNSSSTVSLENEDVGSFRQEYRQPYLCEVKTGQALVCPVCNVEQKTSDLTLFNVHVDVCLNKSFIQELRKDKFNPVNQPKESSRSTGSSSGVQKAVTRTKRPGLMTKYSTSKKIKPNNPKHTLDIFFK
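10 nM Pol kappa was preincubated with compounds for 15 min at room temperature. Reaction started with 50 nM (final) substrate. Fluorescence read kinetically at 0 and 10 min.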
Glioma ERSR ind = ER stress response induction in glioma; Potency, µM, for inactives: at the highest dose activation, hits mostly activators; U87-MG GRP78 promoter luciferase reporter, 16 h; 420,000 compounds, 0.02% hits; also: potency is read from the fitted curve at half-maximal effect; series mostly up to about 76 µM; % of control where 0% means no effect; nearly all actives have a fitted effect of over 35% in size
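Stably transfected U87-MG human glioma cells carrying a GRP78-based luminescent sensor were seeded at 1000 cells/well, pin-dosed with compounds and incubated 16 h. Luciferase reagent was then added, and end-point luminescence was read after 10 min at room temperature.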
APEX1 inh = APE1 (human) endonuclease inhibition; 350,000 compounds, 0.35% hits; Potency, µM (highest dose often 65.8 µM), inactives show top-dose activity change, negative = inhibition, hits mostly inhibitors; AID 2517; recombinant APE1, TAMRA/BHQ-2 abasic DNA cleavage fluorescence; P27695;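 also: potency is read from the fitted curve at half-maximal effect; plate controls were vehicle for no effect and reference inhibitor for full effect; nearly all actives have a fitted effect of over 55% in size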
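APE1 at 0.75 nM final was preincubated with compound 15 min at room temperature, then 50 nM double-stranded THF abasic-site substrate (5'-TAMRA/3'-BHQ-2) was added. Fluorescence (ex 525/em 598 nm) was read kinetically; third-minus-first read gave activity.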
LDHA inh = inhibitors of human lactate dehydrogenase A. 480,000 compounds, 0.15% hits. AID 1347041. purified LDHA, NADH/diaphorase-resazurin fluorescence; active compounds read low. activity change, % (values are at about 110 or 230 µM). P00338; in the data active = activity change below about -30%; inconclusive = mostly about -25% to -30%;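 also: plate controls were DMSO wells for no effect and wells without enzyme for full effect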
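LDH5 2 nM; NADH 0.06 mM, pyruvate 0.2 mM; 200 mM Tris pH 7.4, EDTA, Tween-20; 5 min RT. Detection: diaphorase 0.133 mg/mL + resazurin 37 µM, fluorescence ex540/em590 at 0 and 20 min; normalized to enzyme-free and DMSO wells.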
The depositor's hits bear a star; [ ] = dose if it differs, or a comment. Unless noted, calls follow the shape of the dose curve; as a rule, active = well fitted curve in the direction sought with a large enough effect; inconclusive = small, poorly fitted or top-dose-only effect, or another doubt; inactive = no such curve, though single readings can be large; an effect the other way counts as inactive or inconclusive. This is a subset; the hit share may differ from the screen's.

The first four records, to show the layout:
Results for O=C(COC(=O)c1cccnc1Cl)c1ccc2c(c1)OCCO2 ?
Pol eta inh: -10%; BLM helicase inh: 2%; Apoferritin bind: -21%; POLB inh: 2%; Pol iota inh: -4%; POLK inh: -1%; Glioma ERSR ind: -1%; APEX1 inh: -3%; LDHA inh: 0

Results for COc1ccc(-c2onc(C)c2C)cc1S(=O)(=O)NCC(C)c1ccccc1 (stereo unspecified) ?
Pol eta inh: -12%; BLM helicase inh: -9%; Apoferritin bind: -2%; POLB inh: 12%; Pol iota inh: 25%; POLK inh: -1%; Glioma ERSR ind: -3%; LDHA inh: -1

How did CCOC(=O)c1ccc(NC(=S)N2CCN(C)CC2)cc1 do in these assays?
Pol eta inh: -16%; BLM helicase inh: 1%; Apoferritin bind: -12%; POLB inh: 9%; Pol iota inh: 67%[activator]; POLK inh: -12%; Glioma ERSR ind: -2%; APEX1 inh: 20%; LDHA inh: -3

What do the screens show for `COc1ccc(CCNCC(=O)Nc2ccc(C)c(S(=O)(=O)N(C)C)c2)cc1OC`?
Pol eta inh: -7%; BLM helicase inh: 5%; Apoferritin bind: -3%; POLB inh: -28%; Pol iota inh: -5%; POLK inh: -4%; Glioma ERSR ind: -5%; APEX1 inh: 3%; LDHA inh: -19

Results, from the first entry:
Results for O=C(COC(=O)c1cccnc1Cl)c1ccc2c(c1)OCCO2 ?
Pol eta inh: -10%; BLM helicase inh: 2%; Apoferritin bind: -21%; POLB inh: 2%; Pol iota inh: -4%; POLK inh: -1%; Glioma ERSR ind: -1%; APEX1 inh: -3%; LDHA inh: 0

Results for COc1ccc(-c2onc(C)c2C)cc1S(=O)(=O)NCC(C)c1ccccc1 (stereo unspecified) ?
Pol eta inh: -12%; BLM helicase inh: -9%; Apoferritin bind: -2%; POLB inh: 12%; Pol iota inh: 25%; POLK inh: -1%; Glioma ERSR ind: -3%; LDHA inh: -1

How did CCOC(=O)c1ccc(NC(=S)N2CCN(C)CC2)cc1 do in these assays?
Pol eta inh: -16%; BLM helicase inh: 1%; Apoferritin bind: -12%; POLB inh: 9%; Pol iota inh: 67%[activator]; POLK inh: -12%; Glioma ERSR ind: -2%; APEX1 inh: 20%; LDHA inh: -3

What do the screens show for `COc1ccc(CCNCC(=O)Nc2ccc(C)c(S(=O)(=O)N(C)C)c2)cc1OC`?
Pol eta inh: -7%; BLM helicase inh: 5%; Apoferritin bind: -3%; POLB inh: -28%; Pol iota inh: -5%; POLK inh: -4%; Glioma ERSR ind: -5%; APEX1 inh: 3%; LDHA inh: -19

Results for O=C(COC(=O)c1cccc(F)c1)Nc1cccnc1Cl ?
Pol eta inh: -10%; BLM helicase inh: 0%; Apoferritin bind: -10%; POLB inh: 24%; Pol iota inh: 136%[activator]; POLK inh: -11%; Glioma ERSR ind: -3%; APEX1 inh: 4%; LDHA inh: -6

What do the screens show for `CCOc1ccccc1NC(=O)c1ccc2[nH]c(C)c(C)c2c1`?
Pol eta inh: -2%; BLM helicase inh: -2%; Apoferritin bind: -14%; POLB inh: -3%; Pol iota inh: inconclusive; POLK inh: -16%; Glioma ERSR ind: 1%; APEX1 inh: 49%; LDHA inh: 0

How did CCOC(=O)C1(CC2CC2)CCN(Cc2cn[nH]c2-c2cccc(F)c2)CC1 do in these assays?
Pol eta inh: -13%; BLM helicase inh: -2%; Apoferritin bind: -13%; POLB inh: 0%; Pol iota inh: 11%; POLK inh: -3%; Glioma ERSR ind: 2%; APEX1 inh: -2%; LDHA inh: 3

Results for O=C(COC(=O)c1cccnc1Cl)c1ccccc1 ?
Pol eta inh: -12%; BLM helicase inh: -2%; Apoferritin bind: inconclusive; POLB inh: 19%; Pol iota inh: 17%; POLK inh: -1%; Glioma ERSR ind: 3%; APEX1 inh: -3%; LDHA inh: 1

What do the screens show for `COc1ccc(C(=O)NCC(=O)OCc2nc(N)nc(Nc3ccccc3C)n2)cc1`?
Pol eta inh: -8%; Pol iota inh: 33%[activator]; POLK inh: 14%; Glioma ERSR ind: -3%; APEX1 inh: 7%; LDHA inh: 0

Results for CC(C)c1ccc(NC(=O)c2ccc3snnc3c2)cc1 ?
Pol eta inh: -6%; BLM helicase inh: -11%; Apoferritin bind: -17%; POLB inh: -1%; Pol iota inh: 20%; POLK inh: 2%; Glioma ERSR ind: 5%; APEX1 inh: 14%; LDHA inh: -3

How did COc1ccc(CSCC(=O)N/N=C/c2ccccc2O)cc1 do in these assays?
Pol eta inh: -5%; BLM helicase inh: -7%; Apoferritin bind: -16%; POLB inh: 3%; Pol iota inh: -3%; POLK inh: -20%; Glioma ERSR ind: 0%; APEX1 inh: -12%; LDHA inh: 4

What do the screens show for `CN1CCN(C(=S)NC(=O)c2ccc(C(C)(C)C)cc2)CC1`?
Pol eta inh: -14%; BLM helicase inh: -3%; Apoferritin bind: -5%; POLB inh: 37%; Pol iota inh: inconclusive; POLK inh: 6%; Glioma ERSR ind: -3%; APEX1 inh: 16%; LDHA inh: -2

How did O=[N+]([O-])c1cnc2ccccn12 do in these assays?
Pol eta inh: -14%; BLM helicase inh: 0%; Apoferritin bind: -4%; POLB inh: -2%; Pol iota inh: 11%; POLK inh: -2%; Glioma ERSR ind: -6%; APEX1 inh: -3%; LDHA inh: 0

Results for O=C1c2ccccc2C(=O)N1CCc1c(-c2[nH]c3ccccc3c2CCN2C(=O)c3ccccc3C2=O)[nH]c2ccccc12 ?
Pol eta inh: -6%; Pol iota inh: 55%[activator]; POLK inh: -19%; Glioma ERSR ind: -1%; LDHA inh: 2

Results for CC1=C(C(=O)Nc2ccc(C)cc2)C(c2ccc(N(C)C)cc2)NC(=O)N1 (stereo unspecified) ?
Pol eta inh: -2%; BLM helicase inh: -9%; Apoferritin bind: -9%; POLB inh: 27%; Pol iota inh: 28%; POLK inh: 4%; Glioma ERSR ind: -5%; APEX1 inh: -2%; LDHA inh: 1

Results for COc1ccc(S(=O)(=O)Nc2cccc3c2O[C@H](CN(C)S(=O)(=O)c2ccc(OC)cc2)[C@@H](C)CN([C@H](C)CO)C3=O)cc1 ?
Pol eta inh: -21%; Pol iota inh: -8%; POLK inh: 5%; Glioma ERSR ind: 2%; APEX1 inh: -6%; LDHA inh: 0

How did CCN1C(=O)/C(=C\N2CCOCC2)SC1=S do in these assays?
Pol eta inh: -9%; BLM helicase inh: 0%; Apoferritin bind: 0%; POLB inh: -1%; Pol iota inh: -1%; POLK inh: -8%; Glioma ERSR ind: -6%; APEX1 inh: 0%; LDHA inh: -3

Results for O=C1CCCC(=NCc2ccco2)C1 ?
Pol eta inh: -11%; BLM helicase inh: 3%; Apoferritin bind: -2%; POLB inh: -1%; Pol iota inh: -7%; POLK inh: 4%; Glioma ERSR ind: -1%; APEX1 inh: -4%; LDHA inh: -4

What do the screens show for `Cc1nn(Cc2ccccc2)c(C)c1/C=N/NC(=O)c1cccnc1`?
Pol eta inh: -20%; BLM helicase inh: -1%; Apoferritin bind: -8%; POLB inh: 53%; Pol iota inh: 18%; POLK inh: -2%; Glioma ERSR ind: -1%; APEX1 inh: 0%; LDHA inh: -1

How did Cc1cc(C)cc(NC(=O)N2c3ccccc3NC(=O)CC2C)c1 (stereo unspecified) do in these assays?
Pol eta inh: -16%; BLM helicase inh: 1%; Apoferritin bind: 10%; POLB inh: -3%; Pol iota inh: 10%; POLK inh: 4%; Glioma ERSR ind: 4%; APEX1 inh: 17%; LDHA inh: -3

Results for O=C(NC12CC3CC(CC(C3)C1)C2)c1ccc([N+](=O)[O-])cc1 ?
Pol eta inh: -9%; BLM helicase inh: -5%; Apoferritin bind: inconclusive; POLB inh: 11%; Pol iota inh: -21%; POLK inh: 2%; Glioma ERSR ind: -3%; APEX1 inh: -1%; LDHA inh: -6

How did CCOC(=O)c1ccc(N=C2C(=S)N(c3ccc(C(=O)OCC)cc3)C(=N)N2/N=C/c2ccccc2)cc1 do in these assays?
Pol eta inh: -11%; BLM helicase inh: 5%; Apoferritin bind: -13%; POLB inh: -17%; Pol iota inh: 13%; POLK inh: -25%; Glioma ERSR ind: 2%; APEX1 inh: 9%; LDHA inh: -4

Results for CCS(=O)(=O)N1Cc2ccccc2CC1C(=O)N(C)Cc1ccc(OC)c(F)c1 (stereo unspecified) ?
Pol eta inh: -18%; BLM helicase inh: -7%; Apoferritin bind: -2%; POLB inh: -9%; Pol iota inh: 46%[activator]; POLK inh: 2%; Glioma ERSR ind: -1%; APEX1 inh: 38%; LDHA inh: -1

How did CC(C)CCn1c(CN2CCN(Cc3ccccc3)CC2)nc2c1c(=O)n(C)c(=O)n2C do in these assays?
Pol eta inh: -9%; BLM helicase inh: -1%; Apoferritin bind: inconclusive; POLB inh: 8%; Pol iota inh: 21%; POLK inh: 6%; Glioma ERSR ind: -6%; APEX1 inh: 11%; LDHA inh: 3

What do the screens show for `O=C(c1ccccc1)n1nnc2ccccc21`?
Pol eta inh: -1%; BLM helicase inh: 1%; Apoferritin bind: -3%; POLB inh: 5%; Pol iota inh: 46%[activator]; POLK inh: -21%; Glioma ERSR ind: -5%; APEX1 inh: 5%; LDHA inh: -5

What do the screens show for `COc1cc(COCC(O)CN2CCc3ccccc3C2)cc(OC)c1OC` (stereo unspecified)?
Pol eta inh: 1%; BLM helicase inh: -2%; Apoferritin bind: 0%; POLB inh: 1%; Pol iota inh: -1%; POLK inh: 3%[60.1 µM]; Glioma ERSR ind: -3%; APEX1 inh: 2%; LDHA inh: -8

What do the screens show for `CCNC(=O)c1ccc(CSc2nc3ccncc3n2Cc2ccc(F)cc2)cc1`?
Pol eta inh: -11%; BLM helicase inh: 1%; Apoferritin bind: 5%; POLB inh: 10%; Pol iota inh: 8%; POLK inh: 0%; Glioma ERSR ind: 1%; LDHA inh: -3
